MEP2 TOR yeast = alters MEP2-GFP fluorescence in TOR pathway yeast screen; S. cerevisiae MEP2-GFP strain, flow cytometry GFP, 3 h; 100% = DMSO control level; GFP response vs DMSO, % at 10 µM; 330,000 compounds, 0.51% hits; AID 2016;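 active = GFP response versus DMSO above a set limit, roughly screen mean plus 3 SD, cut at about 180% in these data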;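 also: median GFP fluorescence of the barcode-gated MEP2-GFP cells per well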
RPL19A TOR yeast = alters RPL19A-GFP fluorescence in TOR pathway yeast screen; S. cerevisiae RPL19A-GFP strain, flow cytometry, 3 h; hits give low values; percent response vs DMSO, % at 10 µM; 330,000 compounds, 0.3% hits; AID 2025;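 active = percent response vs DMSO below 50%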;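 also: median channel GFP fluorescence of the barcoded RPL19A-GFP strain; ratio of sample median GFP to plate DMSO average so 100% = DMSO; lower means less RPL19A-GFP as with rapamycin TOR inhibition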
procasp3 activ = activates human procaspase-3 | P42574 | recombinant procaspase-3 D3A, Ac-DEVD-pNA absorbance 405 nm | activation, % at 8.5 µM | 330,000 compounds, 0.11% hits | AID 463141;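 active = activation above the mean of all tested compounds plus 3 SD, cut at about 21% in these data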;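 also: 0% = DMSO alone and 100% = DMSO wells spiked with extra 5 µM PC-3 D3A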
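Test system: Procaspase-3 D3A mutant, all three cleavage aspartates alanine | Dosing: Single dose, 8.5 µM nominal compound, 0.8% DMSO | Schedule: 1 h preincubation, 2 h reaction | Technique: 405 nm absorbance of p-nitroaniline, reads at 0 and 120 min | Repeats: One well per compound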
AHR act = activators of human aryl hydrocarbon receptor; P35869; AHR-responsive luciferase reporter cells, luminescence; activation, % at 5 µM; 320,000 compounds, 2.5% hits; AID 2796; in the data active = activation above about 47%;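 also: 0% = vehicle wells and 100% = reference agonist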
LAP4-GFP MLPCN = alters LAP4-GFP fluorescence in TOR pathway yeast screen; S. cerevisiae LAP4-GFP multiplex, flow cytometry GFP, 3 h; median GFP as percent of DMSO wells; GFP response vs DMSO, % at 10 µM; 320,000 compounds, 0.34% hits; AID 2023;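 active = GFP response vs DMSO above a set limit, about the screen mean plus 3 SD, cut at about 150% in these data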
EBNA-1 inhibitor = blocks EBNA-1 binding to DNA. EBNA-1 DNA binding, fluorescence polarization. inhibition, % at 14.8 µM. 300,000 compounds, 0.34% hits. AID 1950; in the data active = inhibition above about 28%
proCasp7 act = activates human procaspase-7, counter-screen for procaspase-3 activators; AID 463210; P55210; 330,000 compounds, 0.093% hits; activation, % at 8.5 µM; recombinant procaspase-7, Ac-DEVD-pNA absorbance 405 nm; D23A/D198A/D206A triple mutant, cannot self-cleave; scale: DMSO 0, 5 µM enzyme 100;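 active = percent activation above the screen-wide mean plus 3 SD, cut at about 25% in these data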
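Assay system: Uncleavable procaspase-7 mutant enzyme; Input: 2 µM procaspase-7 mutant as dispensed; Also added: DEVD-pNA substrate; Medium: Zinc-free HEPES pH 7.4 with 300 mM NaCl, 0.01% Triton X-100; Timing: 1 h compound preincubation, 2 h substrate cleavage, 25 °C; Measured by: Epi-absorbance of released pNA at 405 nm, two timepoints.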
ZTA counter = counter-screen for EBNA-1 inhibitors: inhibitors of Epstein-Barr virus ZTA; P03206; ZTA-DNA binding, fluorescence polarization; inhibition, % at 11 µM; 320,000 compounds, 0.15% hits; in the data active = inhibition above about 33%
Numbers without * were called inactive; . = not tested or not shown.

molecule | MEP2 TOR yeast | RPL19A TOR yeast | procasp3 activ | AHR act | LAP4-GFP MLPCN | EBNA-1 inhibitor | proCasp7 act | ZTA counter
NC(=O)CSc1nnc(CNc2ccc(F)cc2)n1CC1CCCO1 (stereo unspecified) | 111 | 100 | -4 | -2 | 103 | -22 | -2 | 2
O=C(CNCc1ccc(F)cc1)Nc1ccccc1[N+](=O)[O-] | 99 | 104 | -1 | 3 | 91 | 1 | 12 | 7
CC(=O)Nc1sc(N/N=C/c2ccccc2)nc1-c1ccc(C)cc1 | 94 | 99 | 0 | 10 | 106 | -1 | 1 | -1
O=C(CCn1nc(-c2ccccc2)ccc1=O)N1CCN(c2ccccc2)CC1 | 113 | 106 | -1 | 1 | 120 | -3 | 10 | 1
CCN1CCN(C(=O)c2cc3sccc3n2CC(=O)c2ccccc2)CC1 | 96 | . | -3 | 6 | 96 | 12 | 5 | -13
Cc1ccc(N=C2NC(=O)/C(=C\c3cccs3)S2)cc1C | 96 | 96 | 0 | 36 | 87 | 21 | -2 | 12
O=C(c1cc2ncc(CCCl)cn2n1)N1CCCCCC1 | 107 | 109 | -6 | 0 | 110 | -2 | -5 | -1
Cc1nc2ccc(NC(=O)c3ccc(S(=O)(=O)N4CCOCC4)cc3)cc2s1 | 108 | 101 | -14 | -6 | 104 | -6 | 10 | -8
CC1CCN(C(=O)COC(=O)c2cc(Cl)cc(Cl)c2N)CC1 | 101 | 97 | 4 | 1 | 106 | 2 | 5 | -16
CCCn1nnc(NC(=O)c2ccc(Br)o2)n1 | 97 | 98 | 6 | 8 | 89 | -10 | 5 | 0
CCC1CCc2c(sc(NC(=O)c3cnccn3)c2C(N)=O)C1 (stereo unspecified) | 111 | 100 | -3 | 11 | 100 | 1 | -20 | 11
COc1ccccc1NS(=O)(=O)c1cc(C(=O)NCC(c2ccco2)N(C)C)ccc1C (stereo unspecified) | 95 | 102 | -2 | 3 | 106 | -3 | -8 | 3
Cc1ccccc1C(=O)Nc1ccnn1C1CCN(Cc2ccc(CO)o2)CC1 | 98 | 99 | -3 | -4 | 92 | -6 | 2 | -18
CCN1C(=O)[C@@H]2Cc3c([nH]c4ccccc34)C(c3ccc(OC)cc3)N2C1=S (stereo partly specified) | 99 | 100 | 3 | 32 | 108 | -5 | -8 | -7
Cc1ccnc(NS(=O)(=O)c2ccc(NS(=O)(=O)c3ccccc3)cc2)n1 | 99 | 100 | 1 | 1 | 97 | 1 | 4 | -3
Cc1cc(SCC(=O)NC(=O)NCc2ccco2)nc2c(C)cccc12 | 97 | 93 | -5 | 4 | 89 | 5 | -11 | 2
Cc1cc(NC(=O)C2CC(=O)N(c3ccc(F)cc3)C2)no1 (stereo unspecified) | 103 | 99 | 0 | -2 | 97 | 8 | -7 | -3
COc1ccccc1-c1sc2cc3c(cc2c1C#CC1(O)CCCCC1)OCO3 | 90 | 96 | 3 | 103* | 96 | . | -4 | 0
O=c1ccc(C(F)(F)F)cn1Cc1cc(=O)n2cc(Br)ccc2n1 | 93 | 95 | 5 | -3 | 106 | -7 | -5 | -9
NC12CC3CC(C1)CC(CO)(C3)O2 | 122 | 96 | -1 | 1 | 101 | -7 | 2 | -2
Cc1nc(SCC(=O)N(C)Cc2ccco2)c2c(C)c(C)sc2n1 | 98 | 99 | -5 | 92* | 98 | 8 | 0 | 12
Cc1ccc(/C=C/C(=O)O)cc1S(=O)(=O)NCC1CCCO1 (stereo unspecified) | 103 | 96 | 3 | 1 | 100 | -7 | -5 | -16
O=C(CN1C(=O)NC2(CCCCC2)C1=O)Nc1cccc(S(=O)(=O)N2CCOCC2)c1 | 108 | 117 | 3 | 0 | 106 | -3 | -2 | 0
O=C(CC1C(=O)NCCN1Cc1cccc(F)c1)NC1CCCCCC1 (stereo unspecified) | 105 | 104 | 2 | 0 | 101 | -3 | -2 | 6
Cc1cnc(NC(=O)CSc2nnc(-c3ccncc3)n2C2CCCCC2)s1 | 110 | 101 | 3 | 0 | 102 | 3 | 11 | -2
CC1CCCN(C(=O)COC(=O)C2=COCCO2)C1 (stereo unspecified) | 103 | 99 | -5 | 0 | 98 | . | -1 | .
COc1cccc(-c2nc(COc3ccc(Cl)cc3Cl)no2)c1 | 100 | 100 | -10 | -1 | 111 | 3 | 11 | -7
CC(C(=O)NC1=NCCS1)N1C(=O)c2ccccc2C1=O (stereo unspecified) | 106 | 102 | -8 | -1 | 102 | -2 | -4 | -7
COC(=O)C1(C(=O)OC)NOC2C(=O)N(c3ccc(Cl)cc3Cl)C(=O)C21 (stereo unspecified) | 106 | 99 | 7 | 0 | 108 | 7 | 0 | 2
Cc1cccc(-n2nnnc2SC(C)C(=O)NCCC2=CCCCC2)c1 (stereo unspecified) | 109 | 107 | -5 | 1 | 111 | 2 | 5 | -11

Other structures
molecule | MEP2 TOR yeast | RPL19A TOR yeast | procasp3 activ | AHR act | LAP4-GFP MLPCN | EBNA-1 inhibitor | proCasp7 act | ZTA counter
COC(=O)C1=C(C)NC(c2c(O)ccc3ccccc23)C(C(=O)OC)=C1C (stereo unspecified) | 107 | 101 | 9 | 11 | 98 | 3 | 13 | -5
COc1ccc2c(C)cc(SCC(=O)Nc3ccc(Cl)cn3)nc2c1 | 105 | 107 | 2 | 15 | 102 | -1 | 8 | -1
CCc1nc2scc(-c3ccccc3)c2c(=O)n1N | 114 | 109 | -9 | 1 | 123 | -3 | 1 | -13
CC(=O)Nc1c(C)ccc(CNC(=O)COc2cc(C)ccc2C)c1C | 112 | 108 | -2 | 34 | 95 | -1 | -2 | -21
CCOc1ccc(N(CC(=O)NCC2CCCO2)C(=O)CCC(=O)Nc2ccccn2)cc1 (stereo unspecified) | 116 | 99 | 15 | 4 | 102 | 3 | -8 | -2
CCOC(=O)c1cnn(-c2ncnc3sc(CC)cc23)c1N | 94 | 88 | -5 | 17 | 93 | -3 | 0 | -1
COc1ccc(-c2noc(CCC(=O)NCc3cc(Br)ccc3OC)n2)cc1 | 99 | 98 | 13 | 15 | 103 | 0 | 4 | 9
COc1cccc(/C=N/NC(=O)c2c(C)nc3ccc(Cl)cn23)c1OC | 97 | 101 | -3 | 6 | 95 | -1 | 14 | 7
COc1ccc(S(=O)(=O)N(C)CC(=O)NCc2cccnc2)cc1 | 105 | 103 | 4 | -1 | 103 | 9 | -8 | 10
CCn1c(SCC(=O)Nc2cc(C)on2)nnc1-c1ccco1 | 103 | 93 | -13 | 2 | 98 | -9 | -11 | 11
COCCCNC(=O)/C(C#N)=C/c1ccc(F)cc1 | 108 | 105 | 2 | -1 | 93 | 7 | 2 | -7
C=CCN(c1ccccc1)S(=O)(=O)c1ccc2[nH]cc(C(=O)NCCOC)c(=O)c2c1 | 99 | 102 | 3 | 2 | 89 | 14 | 2 | 0
COc1ccc(N2CCN(C(=O)CCS(=O)(=O)c3ccc(C)cc3)CC2)cc1 | 101 | 98 | 3 | 0 | 76 | 10 | -5 | -9
COc1ccc(-n2c(O)c(/C=N/NS(=O)(=O)c3ccc(C)cc3)c3ccccc3c2=O)cc1OC | 80 | 104 | -2 | 1 | 97 | 8 | -4 | 8
C/C(=N\O)c1ncc(C(F)(F)F)cc1Cl | 95 | 96 | 5 | 2 | 93 | -5 | 4 | 5
Cc1ccc(C)c(OCCC(=O)OCC(=O)N2CCN(c3ccccc3)CC2)c1 | 108 | 99 | 5 | -1 | 111 | 0 | -17 | 5
COC(=O)C1=C(C)NC(=O)C1(NC(=O)CN1CCCC1=O)C(F)(F)F (stereo unspecified) | 97 | 102 | 0 | 3 | 106 | 4 | 13 | 16
Cn1c(NCc2c(O)ccc3ccccc23)nc2ccccc21 | 98 | 98 | 4 | 17 | 94 | 12 | -5 | 1
CC(=O)Nc1ccccc1NC(=O)C/C(C)=N/NC(=O)c1ccc([N+](=O)[O-])c(Cl)c1 | 103 | 110 | 2 | 8 | 100 | -2 | -8 | -5
COC(=O)c1ccc(COc2ccccc2/C=C/C(=O)c2ccc(OCC(=O)O)cc2)cc1 | 99 | 99 | -6 | 2 | 108 | -17 | 7 | -2
O=C(CCN1CCN(c2ccccc2F)CC1)Nc1ccc(F)cc1 | 115 | 108 | -1 | -3 | 106 | 5 | 5 | -9
c1ccc(Cn2c(Nn3cnnc3)nc3ccccc32)cc1 | 110 | 102 | 6 | 0 | 105 | 9 | -5 | 9
COc1ccc(-c2cc(C)no2)cc1S(=O)(=O)NCCCN(C)Cc1ccccc1 | 91 | 97 | 7 | -1 | 103 | 7 | 14 | -4
Cc1nc(N2CCCCC2)nc(N2CCCCC2)c1C=O | 105 | 98 | 7 | -2 | 104 | -2 | 0 | 6
O=C(Cn1nnc(-c2ccccc2)n1)N/N=C/c1cccc([N+](=O)[O-])c1O | 103 | 106 | 8 | 2 | 107 | 6 | 2 | 0
CC1C2C(C)N(C)C(=O)N(C)C2N(C)C(=O)N1C (stereo unspecified) | 109 | 101 | -8 | 3 | 100 | 4 | 13 | -7
CC1=C(C(N)=O)C(c2ccc(F)cc2)n2nc(CCCO)nc2N1 (stereo unspecified) | 89 | 81 | 4 | 2 | . | -18 | -2 | 3
N#CCc1nc(C(c2ccccc2)c2ccccc2)no1 | 98 | 96 | -9 | -1 | 84 | 3 | -4 | 8
Cc1ccc(S(=O)(=O)Cc2ccc(C(=O)O)o2)cc1 | 107 | 99 | 4 | 0 | 100 | 0 | 5 | -1
CCCCCN(C(=O)NC(=O)NC(C)CC)S(C)(=O)=O (stereo unspecified) | 97 | 96 | 7 | 1 | 93 | -1 | -4 | -10

(more compounds)
molecule | MEP2 TOR yeast | RPL19A TOR yeast | procasp3 activ | AHR act | LAP4-GFP MLPCN | EBNA-1 inhibitor | proCasp7 act | ZTA counter
CN1C(=S)SC(/[N+]([O-])=C/c2c(F)cccc2Cl)C1(C)C (stereo unspecified) | 87 | 94 | -4 | -1 | 91 | -10 | 3 | -2
COc1cc(OC)cc(-c2nnc(SCc3c(F)cccc3Cl)o2)c1 | 98 | 96 | 0 | 13 | 99 | 8 | 0 | 6
C#CCOCCOCCOCCNc1nc(N2CCN(C(=O)CCCCCCCCCCNC(=O)[C@H]([C@@H](C)CC)n3cc(CCCCN=C(N)N)nn3)CC2)nc(N2CCN(C(=O)CCCCCCCCCCNC(=O)[C@H](CCCCN)n3cc(C)nn3)CC2)n1 | 97 | 85 | -7 | 4 | 136 | 6 | 8 | 56*
CC(C)CC(=O)O/N=C1\C(=O)N(c2ccccc2)c2ccccc21 | 99 | 98 | 0 | 2 | 98 | -7 | 9 | 8
COc1ccc(-c2c(C)oc3cc(O)cc(O)c3c2=O)cc1OC | 99 | 105 | 4 | 0 | 112 | -12 | 0 | -4

Individual results from above.
RPL19A TOR yeast result of CC(=O)Nc1c(C)ccc(CNC(=O)COc2cc(C)ccc2C)c1C reads 108
MEP2 TOR yeast result of CC(C)CC(=O)O/N=C1\C(=O)N(c2ccccc2)c2ccccc21 reads 99
EBNA-1 inhibitor result of CC1C2C(C)N(C)C(=O)N(C)C2N(C)C(=O)N1C (stereo unspecified) reads 4
EBNA-1 inhibitor result of CCOC(=O)c1cnn(-c2ncnc3sc(CC)cc23)c1N reads -3

Compound profiles (already shown):
Profile of COC(=O)C1=C(C)NC(=O)C1(NC(=O)CN1CCCC1=O)C(F)(F)F (stereo unspecified) : MEP2 TOR yeast: 97; RPL19A TOR yeast: 102; procasp3 activ: 0; AHR act: 3; LAP4-GFP MLPCN: 106; EBNA-1 inhibitor: 4; proCasp7 act: 13; ZTA counter: 16
Profile of CCn1c(SCC(=O)Nc2cc(C)on2)nnc1-c1ccco1 : MEP2 TOR yeast: 103; RPL19A TOR yeast: 93; procasp3 activ: -13; AHR act: 2; LAP4-GFP MLPCN: 98; EBNA-1 inhibitor: -9; proCasp7 act: -11; ZTA counter: 11

High-throughput results: PubChem BioAssay, several laboratories
